JMJD2A Tudor inh: qHTS Assay for Inhibitors of JMJD2A-Tudor Domain; Potency, µM (top dose mostly 114 µM), without a hit: top-dose activity change, negative = inhibition, most hits filed as inhibitors; hit rate 4.4% among 390,000; AID 504339, 2011; AlphaScreen JMJD2A-Tudor / H3K4me3 peptide binding; further: on the % scale 0 is the no-effect control and ±100 the full control effect; nearly all actives have a fitted effect of over 50% in size
Tb PGK inh: qHTS Assay to Find Inhibitors of Phosphoglycerate Kinase | Potency, µM (highest dose often 57.5 µM), for inactives: top-dose activity change, negative = inhibition, actives largely listed as inhibitors | AID 602233, 2012 | PGK/GAPDH coupled, Kinase-Glo luminescence, 60 min | hit rate 0.043% among 380,000 | Phosphoglycerate kinase, glycosomal (Trypanosoma brucei brucei), P07378; further: on the % scale 0 is the no-effect control and ±100 the full control effect; nearly all actives have a fitted effect of over 60% in size
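Recombinant glycosomal PGK reaction used 1,3-bisphosphoglycerate generated in-well by GAPDH (100nM final) in 100mM TEA pH 7.6, 5mM MgCl2, 0.01% Tween-20. After 60 minutes at room temperature, ATP was read by Kinase-Glo Plus luminescence end-point.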
GLS inh: qHTS for Inhibitors of Glutaminase (GLS). Glutaminase kidney isoform, mitochondrial (Homo sapiens), O94925. GLS enzymatic activity, qHTS titration. Potency, µM (series often up to 45.5 µM), for the others: at the top dose activity change, negative = inhibition, actives largely listed as inhibitors. hit rate 0.21% among 410,000; further: on the % scale 0 is the no-effect control and ±100 the full control effect
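hKGA; 45 mM KH2PO4 pH 8.2 + 0.02% Tween-20; cpd via pin tool; 1 mM Gln soln; GluOx/HRP/Amplex Red; RT 30 min; fluor. t0 & final.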
BAZ2B block: qHTS Assay for Inhibitors of BAZ2B | Potency, µM (titrated, usually from 114 µM), inactives show at the highest dose activity change, negative = inhibition, usual class: inhibitors | Bromodomain adjacent to zinc finger domain protein 2B (Homo sapiens), Q9UIF8 | AID 504333, 2011 | hit rate 4.4% among 360,000 | AlphaScreen BAZ2B-H3K14Ac peptide displacement; further: on the % scale 0 is the no-effect control and ±100 the full control effect; nearly all actives have a fitted effect of over 60% in size
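AlphaScreen displacement of biotin-H3(5-23)K14Ac peptide (50 nM final) from BAZ2B (50 nM final) in PBS pH 7.4, 0.01% Tween-20; complex preformed 30 min RT, then compounds (top 110 uM) 30 min RT, beads 20 min dark.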
BLM helicase inh: qHTS Assay for Inhibitors of Bloom's syndrome helicase (BLM); RecQ-like DNA helicase BLM (Homo sapiens), P54132; recombinant BLM DNA unwinding, fluorescence dequenching; Potency, µM (doses to about 56.1 µM), without a hit: at the highest dose activity change, negative = inhibition, most hits filed as inhibitors; hit rate 0.2% among 350,000;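 further: plate controls were vehicle for no effect and no enzyme for full effect; nearly all actives have a fitted effect of over 35% in size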
G9a inh: qHTS Assay for Inhibitors of Histone Lysine Methyltransferase G9a; Histone-lysine N-methyltransferase EHMT2 (Homo sapiens), Q96KQ7; G9a H3K9 monomethylation, AlphaScreen, 2 h; Potency, µM (titrated, usually from 102 µM), for the others: top-dose activity, negative = inhibition, hits mostly inhibitors; hit rate 8.8% among 350,000; AID 504332, 2011; further: on the % scale 0 is the no-effect control and ±100 the full control effect; nearly all actives have a fitted effect of over 75% in size
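AlphaScreen detection with an anti-monomethyl H3K9 antibody quantified product after a 2 h room-temperature reaction containing 500 nM biotinylated H3K9 peptide, 20 µM SAM and 20 nM enzyme, which had been preincubated 15 min with compound.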
HP1b binding inh: HTS for Inhibitors of HP1-beta Chromodomain Interactions with Methylated Histone Tails; hit rate 0.56% among 390,000; Potency, µM (top dose mostly 114 µM), for inactives: top-dose activity change, negative = inhibition, hits mostly inhibitors; Chromobox protein homolog 1 (Homo sapiens), P83916; AlphaScreen HP1-beta / biotin-H3K9me3 peptide binding; further: nearly all actives have a fitted effect of over 70% in size; inactives centre near 23
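HP1-beta protein (50 nM final) preincubated 30 min at room temperature with biotinylated H3(1-18)K9me3 peptide (50 nM) in PBS pH 7.4, 0.01% Tween-20, then compound added for 30 min. AlphaScreen streptavidin donor/nickel chelate acceptor beads (10 ug/mL final), 30 min dark, luminescence read.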
Pin1 inh: qHTS Assay to Find Inhibitors of Pin1; Pin1 FP peptide displacement, HiFluor488, 10 min; Potency, µM (titrated, usually from 115 µM), inactives show at the top dose activity, negative = inhibition, most hits filed as inhibitors; hit rate 0.009% among 390,000; active means well fitted inhibition curve with a large enough effect in the polarisation, with a control signal flat, not every such curve was filed as active; inconclusive means small, poorly fitted or top-dose-only effect, or effect the other way, or a change in a side signal; inactive means no such curve, though single readings can be large or run the other way; the % refers to the polarisation; further: on the % scale 0 is the no-effect control and ±100 the full control effect
Pol iota inh: qHTS for Inhibitors of Polymerase Iota; DNA polymerase iota (Homo sapiens), Q9UNA4; Pol iota fluorescent replication assay, 10 min; Potency, µM (highest dose often 115 µM), inactives show at the top dose activity, negative = inhibition, hits mostly inhibitors; hit rate 1% among 390,000; AID 588590, 2011
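Fluorescent replication assay read twice, at 0 min and 10 min after adding 50 nM (final) substrate. Enzyme (10 nM) and compounds were first incubated 15 min at room temperature; enzyme-free buffer wells were negative controls.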
Starred values were filed as active, the others as inactive; i = inactive; ? = inconclusive; nt = not tested or not shown; & = joins results of further samples; [ ] = another dose, or the depositor's remark. Unless noted, the call rests on the fitted dose curve; in most records, active means well fitted curve in the direction sought with a large enough effect; inconclusive means small, poorly fitted or top-dose-only effect, or another doubt; inactive means no such curve, though single readings can be large; an effect the other way counts as inactive or inconclusive. Potency means the concentration at half of the fitted maximal effect. The list is partial; count on the stated rates, not on these rows.

Values run as follows: BAZ2B block	HP1b binding inh	Pol iota inh	JMJD2A Tudor inh	Tb PGK inh	G9a inh	BLM helicase inh	Pin1 inh	GLS inh
1) O=C(CN1CCOCC1)Nc1ccc(Br)cc1C(=O)c1ccccc1
  0.8%	7.8%	3.9%	-10.5%	-7.3%	-7.2%[59 µM]	-1.8%	-11.9%	0.1%
2) NP(=O)(Oc1ccccc1Cl)Oc1ccccc1Cl
  2.2%	45.0%[activator]	19.7%	-0.6%	-9.4%	-0.8%	-3.3%	-3.7%	-2.8%
3) COC(=O)c1ccc(COC(=O)c2nn(C)c(=O)c3ccccc23)cc1
  -29.1%	56.4%[activator]	-0.7%	2.5%	9.7%	-8.1%	-1.9%	-0.7%	-3.3%
4) COc1cccc(NC(=O)CSC2=Nc3ccccc3C3=NC(CCC(=O)NCCc4ccccc4)C(=O)N23)c1 (stereo not drawn)
  -9.7%	-1.6%	-2.8%	-17.3%	-4.9%	13.0%[59 µM]	-1.8%	21.3%	-3.6%
5) CCN1CCN(Cc2cccnc2)CC1
  -1.2%	36.2%	92.7%[activator]	-1.4%	0.3%	?	-4.9%	0.5%	-10.7%
6) CCN(CC)c1ccc(/C=C2\C(=O)NC(=S)N(C)C2=O)o1
  ?	-8.2%	51.9%[activator]	-26.4%	-2.5%	12.0%[12.7 µM]	-1.0%	?	-1.7%
7) O=C(Cn1ccc2ccccc2c1=O)NCC(=O)N1CCC2(CC1)OCCO2
  -0.7%	36.0%	-13.1%	-1.4%	-0.1%	-18.7%	-7.3%	-0.1%	-5.8%
8) Nc1ccc(Cl)c(Cl)c1
  nt	22.9%[57 µM]	45.3%[activator]	5.5%	4.0%	nt	nt	0.8%	0.0%
9) Cc1nc2nc(SCC(=O)N3CCC4(CC3)OCCO4)nn2c(C)c1Cc1ccccc1
  -7.5%	24.4%	27.0%	-5.9%	11.6%	?	-5.3%	-1.4%	6.5%
10) O=C(c1cc2c(s1)-c1ccccc1OC2)N1CCC2(CC1)OCCO2
  10.9%	19.7%	-4.2%[58.9 µM]	-2.5%	-7.1%	15.6%[59 µM]	-0.4%	2.7%	1.2%
11) CCOc1ccc(N=Cc2c(O)n(C(C)(C)C)c(=O)[nH]c2=O)cc1
  -5.1%	17.0%	37.6%[activator]	16.7%	-6.6%	3.9%[59 µM]	-2.1%	-3.8%	1.5%
12) CCN(CCCNS(=O)(=O)c1ccc2c(c1)oc(=O)n2C)c1cccc(C)c1
  -32.1%	?	?	15.8µM*	3.6%	14.1µM*	-3.6%	-1.9%	?
13) CCCC[N+]1(C)C2CC(OC(=O)C(CO)c3ccccc3)CC1C1OC12 (stereo not drawn)
  4.6%	42.0%[activator]	9.5%[58.9 µM]	-1.4%	8.0%	50.3%[activator][12.7 µM]	-12.1%&9.9%	7.5%	1.8%&-5.0%
14) COC(=O)[C@@H](c1ccccc1)C1CCCCN1 (stereo partly drawn)
  nt	46.6%[activator]	2.5%	-2.8%	i	nt	nt	-0.8%	-3.5%
15) CN1C(=O)/C(=C/c2ccc(N3CCCCCC3)o2)C(=O)NC1=S
  ?	-13.0%	?	-27.0%	-16.1%	?	-9.7%	?	-1.5%
16) O=C(Nc1ccc2c(c1)OCO2)c1cccn(Cc2cccc([N+](=O)[O-])c2)c1=O
  -7.4%	14.6%	2.9%	-15.6%	-11.5%	-16.8%[59 µM]	-1.4%	2.2%	-6.0%
17) COc1cccc2c1cc([N+](=O)[O-])c1c(C(=O)O)cc3c(c12)OCO3
  nt	-7.0%	-22.0%	-29.9%	-2.6%	nt	1.7%&2.8%	?	28.8%
18) COc1ccc2c(c1)CC1(CN2C)C(=O)NC(=O)N(c2ccc(F)cc2)C1=O (stereo not drawn)
  4.3%	55.3%[activator]	4.9%	-21.6%	i	20µM*	-9.2%	?	6.3%
19) O=C(CN1CC(c2ccccc2)CC1=O)Nc1ccccc1 (stereo not drawn)
  -1.1%	50.4%[activator]	-22.0%	-15.5%	-2.9%	18.1%[59 µM]	-12.5%	5.4%	4.6%
20) Cc1cc(-c2cc(C)c(N)c(C)c2)cc(C)c1N
  nt	?	?	50.1µM*	-2.3%	nt	nt	-0.9%	38.1%[activator]
21) CC(C(=O)c1c[nH]c2ccccc12)N1CCSCC1 (stereo not drawn)
  -3.7%[57.1 µM]	-6.4%	-2.4%	-5.3%[11.4 µM]	i	-7.3%	-3.0%	-1.8%	-17.9%
22) C[C@]12CCC3C(CC[C@H]4[C@H](O)[C@H](O)CC[C@]34C)C1CC[C@@H]2O (stereo partly drawn)
  nt	7.5%	29.3%	0.0%	-7.0%	nt	nt	-10.4%	-9.8%
23) COCCOC(=O)c1c(N)n(Cc2ccco2)c2nc3ccccc3nc12
  -28.5%	44.1%[activator]	8.7%	4.5%	i	-28.6%[59 µM]	-21.1%	?	-13.1%
24) Cc1ccc(CNCCc2ccc(F)cc2)s1
  -14.2%	32.6%	20.1%	-1.4%	-1.3%	9.4%	0.7%	-7.0%	0.5%
25) CN(C)S(=O)(=O)c1ccc(C(=O)NNc2nc(-c3ccccc3)c3cc(Br)ccc3n2)cc1
  ?	10.6%	10.4%	-30.8%	2.9%	-13.4%[59 µM]	0.4%	3.6%	3.5%
26) O=C(Cn1cnc2ccccc2c1=O)NCCC(=O)N1CCC2(CC1)OCCO2
  6.0%	38.0%	11.9%	-0.9%	-1.9%	-1.0%	-2.1%	-3.7%	10.9%
27) COc1cc(OC)c(OC)cc1/C=C1\C(=O)NC(=O)N(Cc2ccccc2)C1=O
  -27.9%	16.7%	?	-6.8%	6.0%	?	0.4%	21.3%	8.4%
28) COC(=O)C1=C(c2cccc(C#N)c2)C[C@@H]2CC[C@H]1N2C(=O)N1CCOCC1
  -1.1%	73.0%[activator]	23.9%	0.7%	i	-10.3%[2.33 µM]	nt	10.0%	1.2%
29) Cc1ccc(-n2c(C)cc(/C=C3/C(=O)NC(=O)N(C)C3=O)c2C)cc1
  -4.5%	57.8%[activator]	?	-22.8%	4.1%	?	-12.0%	?	-0.8%
30) Cc1ccc2c(C)c3ccc4ccccc4c3c[n+]2c1
  nt	37.4%[activator]	79.4µM*	-20.1%	-2.0%	nt	nt	7.2%	-5.1%

Brought forward from above: 3 compounds; new compounds follow.
Values run as follows: BAZ2B block	HP1b binding inh	Pol iota inh	JMJD2A Tudor inh	Tb PGK inh	G9a inh	BLM helicase inh	Pin1 inh	GLS inh
28) COC(=O)C1=C(c2cccc(C#N)c2)C[C@@H]2CC[C@H]1N2C(=O)N1CCOCC1
  -1.1%	73.0%[activator]	23.9%	0.7%	i	-10.3%[2.33 µM]	nt	10.0%	1.2%
29) Cc1ccc(-n2c(C)cc(/C=C3/C(=O)NC(=O)N(C)C3=O)c2C)cc1
  -4.5%	57.8%[activator]	?	-22.8%	4.1%	?	-12.0%	?	-0.8%
30) Cc1ccc2c(C)c3ccc4ccccc4c3c[n+]2c1
  nt	37.4%[activator]	79.4µM*	-20.1%	-2.0%	nt	nt	7.2%	-5.1%
31) COc1cc(C)c(CN2CCN(c3ccccc3)CC2)cc1C
  ?	-58.1%	-12.0%	3.16µM*	-0.4%	?	1.6%	-6.8%	20.8%
32) Cn1c(O)c(C(=N)COc2cccc(Cl)c2)c(=O)n(C)c1=O
  3.7%	18.7%	29.1%	8.4%	-3.8%	-6.9%	-12.8%	1.5%	nt
33) CCOP(=O)(CC(C(C)=O)C(O)c1ccccc1)OCC (stereo not drawn)
  -12.5%	27.4%	-26.0%	-6.2%	-10.5%	?	0.3%[12.4 µM]	-8.6%	3.7%
34) O=C(NCc1ccccn1)c1ccccc1Cl
  ?	31.0%	-1.9%	0.0%	-3.3%	-12.9%[12.7 µM]	2.2%	-4.0%	-2.1%
35) CCC(CC)NC1CCCCC1OC (stereo not drawn)
  ?	18.6%	124.6%[activator]	50.1µM*	4.7%	?	-1.7%	-8.5%	60.4%[activator]
36) CCCCC(=O)N/N=C/c1c(O)n(-c2cccc3ccccc23)c(=O)[nH]c1=O
  79.4µM*	44.5%[activator]	-18.1%	79.4µM*	4.8%	19.9%	-2.1%	4.0%	2.4%
37) C=CCN1C(=O)NC(=O)C(CCc2ccncc2)(CCc2ccncc2)C1=O
  -16.1%	52.9%[activator]	44.7%[activator]	-8.0%	i	nt	-12.9%	-5.6%	?
38) COc1ccc(CCn2c(NN=C3CCCCC3)nc3c2c(=O)[nH]c(=O)n3C)cc1
  -20.4%	18.4%	17.8µM*	-33.1%	-28.6%	-6.4%[59 µM]	-9.9%	-1.7%	-12.2%
39) Nc1ccncc1Cl
  2.5%	40.6%[activator]	?	-13.6%	-2.6%	12.9%	0.1%	-5.3%	6.1%
40) Cc1ccc[n+](CC(O)Cn2c3ccccc3c3ccccc32)c1 (stereo not drawn)
  6.8%	21.3%	4.8%	-0.7%	-5.2%	-32.7%[59 µM]	68.2%[activator]	-1.3%	4.5%

Screening data: PubChem BioAssay, National Center for Advancing Translational Sciences (NCATS)
